PI5P4Ka inh = inhibitors of human PI5P4K alpha | P48426 | PI5P4Kalpha enzyme, ADP-Glo luminescence, 60 min; active compounds read low | max response, % | 330,000 compounds, 1.2% hits | AID 652105; active = max response of -50% or lower; inconclusive = between -30% and -50%; inactive = -30% or higher; note: value at the top dose of about 77 µM; % is set by controls: 0 for no effect and ±100 for the full control effect
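Controls without substrate or without enzyme flank wells where PI5P4Kalpha converts substrate using 5 microM ATP (final). Incubation lasts 60 minutes at room temperature; ADP formed is read by ADP-Glo luminescence.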
EPAC1 antag = blocks human EPAC1 exchange factor; O95398; EPAC1 GEF assay, Rap1b-BODIPY-GDP exchange fluorescence; Potency, µM (highest dose often 115 µM), for inactives: at the top dose activity change, negative = inhibition, actives largely listed as inhibitors; 360,000 compounds, 0.14% hits;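 note: potency is the fitted concentration of half-maximal effect; plate controls were vehicle for no effect and positive control for full effect; nearly all actives have a fitted effect of over 50% in size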
Target sequence (O95398 whole entry, looked up): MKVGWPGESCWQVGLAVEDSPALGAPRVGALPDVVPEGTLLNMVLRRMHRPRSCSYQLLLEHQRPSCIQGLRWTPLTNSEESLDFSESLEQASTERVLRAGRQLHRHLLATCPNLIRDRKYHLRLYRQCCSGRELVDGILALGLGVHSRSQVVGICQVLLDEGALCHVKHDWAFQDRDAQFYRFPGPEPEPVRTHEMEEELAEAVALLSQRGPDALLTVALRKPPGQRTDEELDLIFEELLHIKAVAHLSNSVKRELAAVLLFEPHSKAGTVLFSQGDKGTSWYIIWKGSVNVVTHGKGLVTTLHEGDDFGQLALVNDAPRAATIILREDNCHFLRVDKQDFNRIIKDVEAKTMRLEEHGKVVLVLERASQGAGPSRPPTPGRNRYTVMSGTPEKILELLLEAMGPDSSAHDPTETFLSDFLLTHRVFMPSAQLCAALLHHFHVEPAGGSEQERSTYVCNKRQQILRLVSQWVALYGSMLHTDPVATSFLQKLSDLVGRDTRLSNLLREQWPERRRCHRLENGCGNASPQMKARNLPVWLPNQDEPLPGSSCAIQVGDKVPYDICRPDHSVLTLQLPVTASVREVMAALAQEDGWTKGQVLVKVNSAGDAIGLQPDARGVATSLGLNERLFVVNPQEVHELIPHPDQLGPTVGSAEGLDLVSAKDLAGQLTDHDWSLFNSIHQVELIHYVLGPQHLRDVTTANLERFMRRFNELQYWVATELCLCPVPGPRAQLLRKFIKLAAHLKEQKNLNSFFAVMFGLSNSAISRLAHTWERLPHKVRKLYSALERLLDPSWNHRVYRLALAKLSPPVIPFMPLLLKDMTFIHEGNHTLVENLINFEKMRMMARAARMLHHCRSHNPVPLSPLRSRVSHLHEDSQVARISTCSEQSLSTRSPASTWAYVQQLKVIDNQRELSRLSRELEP
FUS yeast rescue = suppressors of FUS proteinopathy in yeast; S. cerevisiae FUS-expressing, growth rescue, OD600, 24 h; Potency, µM (doses to about 76.6 µM), without a hit: at the highest dose growth rescue (activation), hits mostly activators; 390,000 compounds, 0.24% hits; AID 1347120;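 note: potency is the fitted concentration of half-maximal effect; plate controls were DMSO vehicle for no effect and reference control for full effect; nearly all actives have a fitted effect of over 55% in size; some results filed as inactive show a strong effect at the top dose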
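Compound concentration series was pinned onto galactose-induced FUS-expressing yeast seeded at OD 0.005. Plates sat 24hr at 30C; absorbance at 600 nm gave growth. DMSO served as background control.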
EPAC1 ag = activates human EPAC1 exchange factor | 360,000 compounds, 0.073% hits | EPAC1 agonist qHTS, biochemical assay; response scale: 100% = response to 6.5 mM cAMP | Potency, µM (top dose mostly 154 µM), for inactives: at the highest dose activation, hits mostly activators | O95398; note: potency is the fitted concentration of half-maximal effect; nearly all actives have a fitted effect of over 60% in size
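Normalized to 6.5 mM cAMP, activity reflects EPAC1-catalysed release of BODIPY-GDP from Rap1B, followed kinetically over 30 min at 480 nm excitation, 540 nm emission. Reaction contained 100 nM EPAC1, 250 nM Rap1B-BODIPY-GDP, 50 uM GDP.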
IL-2 act = IL-2 activation; 360,000 compounds, 0.065% hits; activation, % (series mostly up to about 46 µM); IL-2 activation reporter assay, cell-based qHTS; stimulated with anti-CD3/CD4/CD28 beads; in transgenic mouse T cells; in the data active = activation above about 50%; inconclusive = mostly about 30% to 49%; note: 0% is about no effect
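Readout is EGFP and DsRed signal by fluorescent plate cytometry after 18 h at 37 degrees C. Transgenic mouse T cells (750/well) received compound for 60 min before bead stimulation (anti-CD3, anti-CD4, anti-CD28); memory T cells served as non-tolerant control.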
Abeta rescue = compounds reversing amyloid beta toxicity in yeast | AID 1347071 | Potency, µM (top dose mostly 46.1 µM), for the others: top-dose growth rescue, actives largely listed as activators | 410,000 compounds, 0.063% hits | yeast expressing A-beta42, growth rescue, OD600, 48 h; response scale: 0% DMSO, 100% iron-clioquinol control; note: potency is the fitted concentration of half-maximal effect; nearly all actives have a fitted effect of over 55% in size
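Yeast growth medium received pinned compounds, then yeast cells expressing toxic A-beta were added; plates incubated at 30 C for 48 hr. Growth read as absorbance at 600 nm, normalized to DMSO and equimolar FeCl3 plus clioquinol controls.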
PLK1 PBD inh = PLK1 (human) polo-box domain binding inhibition | 360,000 compounds, 2.8% hits | P53350 | Potency, µM, for the others: max response, negative = inhibition, hits mostly inhibitors | AID 720504 | Plk1 PBD binding of FITC phosphopeptide, fluorescence polarization; note: potency is the fitted concentration of half-maximal effect; series mostly up to about 57 µM; % is set by controls: 0 for no effect and ±100 for the full control effect; nearly all actives have a fitted effect of over 65% in size
WRN helicase inh = blocks human WRN helicase | 360,000 compounds, 0.46% hits | WRN helicase unwinding, fluorescent forked duplex, kinetic | Q14191 | Potency, µM (top dose mostly 114 µM), inactives show at the top dose activity change, negative = inhibition, actives largely listed as inhibitors; note: potency is the fitted concentration of half-maximal effect; % is set by controls: 0 for no effect and ±100 for the full control effect; nearly all actives have a fitted effect of over 55% in size
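Fluorescence dequenching readout, ex 525 nm/em 598 nm, kinetic mode: forked duplex DNA (100 nM final) with adjacent fluorophore and quencher unwound by WRN (20 nM final) with 2 mM ATP. Compound preincubation 15 min, room temperature.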
An asterisk follows results filed as active; u = inconclusive; x = not tested or not shown; [ ] = remark or other dose. Unless noted, calls come from the whole dose curve; as a rule, active = well fitted curve in the direction sought with a large enough effect; inconclusive = small, poorly fitted or top-dose-only effect, or another doubt; inactive = no such curve, though single readings can be large; an effect the other way counts as inactive or inconclusive.

SMILES | PI5P4Ka inh | EPAC1 antag | FUS yeast rescue | EPAC1 ag | IL-2 act | Abeta rescue | PLK1 PBD inh | WRN helicase inh
CSc1ncccc1C(=O)Nc1ccc(F)c(F)c1F | 4 | 5% | -8% | -1% | -1.1 | -3% | -21% | -14%
Cc1ccc(Cl)cc1NC(=O)CSc1nncn1-c1ccccn1 | 0 | 10% | 5% | -5% | -1.8 | 4% | -8% | -1%
Cn1c(=O)cc(SCC(=O)N2CCN(c3ccccn3)CC2)c2ccccc21 | x | -22% | 23% | 0% | 2.3 | 1% | -13% | 9%
COc1ccc(C(=O)SC2=NCCS2)cc1 | x | 1% | -1% | 1% | -1.4 | -74%[inhibitor] | -9% | -5%
CN(CC(=O)Nc1ccc(S(=O)(=O)N2CCCC2)cc1)Cc1ccc(Cl)cc1 | -1 | -12% | x | 8% | 0.0 | -1% | 7% | -12%
C=CCNC(=O)C1CC(=O)N(c2ccc(OCC(=O)NCc3ccccc3)cc2)C1 (stereo unspecified) | 0 | -5% | -19% | 5% | 1.7 | 5% | -6% | 3%
Cc1ccc(C(=O)C2CCN(CC(=O)Nc3ccc4c(c3)OCCO4)CC2)cc1 | x | 16% | u | 16% | -0.7 | 11% | -6% | -8%
Cc1cccc(-n2cc(-c3ccccc3)[nH]c2=S)c1 | -23 | -3% | 48% | 6% | 0.3 | 24% | -13% | -1%
Cc1cc(C(=O)Cn2nnc3ccccc3c2=O)c(C)n1-c1ccccc1F | 7 | -10% | 38% | 11% | 0.5 | -5% | 4% | -15%
COc1ccc(S(=O)(=O)NCc2ccncc2)cc1OC | x | 5% | 6% | 4% | -1.1 | -4% | -3% | -2%
COc1ccc(OC)c(NC(=O)CN2C(=O)C3(OCCCO3)c3ccccc32)c1 | x | -11% | 42% | -11% | -0.6 | 6% | -4% | 7%
O=[N+]([O-])/C(C(=C(Cl)Cl)N1CCOCC1)=C1\NCCO1 | 3 | 7% | 5% | -3% | 1.8 | -7% | -9% | 7%
O=C(CC[C@H]1O[C@@H](n2ccc(=O)[nH]c2=O)[C@H](O)[C@@H]1O)N[C@H](Cc1ccccc1)C(=O)NC1CCCCC1 | 0 | 10% | -16% | 0% | -0.2 | -8% | 4% | 3%
COc1ccc(C(CNC(=O)COc2c(C)cc(C)cc2C)N2CCOCC2)cc1 (stereo unspecified) | 7 | -14% | 6% | -1% | 3.0 | -12% | -5% | -3%
Cn1c(SCC(=O)Nc2sc3c(c2C#N)CCC3)nnc1C1COc2ccccc2O1 (stereo unspecified) | x | 9% | u | -2% | -2.5 | 0% | -7% | -6%
COC(=O)c1ccc(COc2ccccc2/C=C(\C#N)C(=O)NC(C)C)cc1 | -11 | -21% | 1% | 10% | -3.9 | -3% | -17% | 2%
O=C(c1cc(-c2cccs2)on1)N1CCCCC1 | -6 | -1% | x | -7% | -0.1 | -5% | 3% | 2%
N#C/C(=C(/O)c1ccc(Cl)c([N+](=O)[O-])c1)c1nc2ccccc2[nH]1 | 4 | u | -15% | 8% | -2.7 | 8% | -10% | -8%
CC1CC(C)CN(S(=O)(=O)c2cccc3nsnc23)C1 (stereo unspecified) | 3 | 2% | -19% | 0% | 0.1 | -7% | -13% | 8%
CCO[C@@H]1OC(C(=O)N2CCN(Cc3ccccc3)CC2)=C[C@H](c2csc3ccccc23)[C@H]1CCCO | 11 | -20% | -7% | -5% | -0.8 | -4% | -2% | -7%
O=C(NCCN1CCOCC1)c1ccc(Cl)c(S(=O)(=O)N2CCCC2)c1 | 0 | -8% | x | 11% | -2.3 | -1% | -13% | -12%
C[C@H]1C=C(C(=O)NCc2nc3ccccc3[nH]2)O[C@@H](OCc2ccc(CO)cc2)C1 | -5 | -5% | -7% | -3% | 0.3 | -8% | -13% | 0%
Cc1ccc(N=N/C(=C\O)C(=O)c2ccncc2)cc1 | -18 | -5% | -12% | 9% | -0.7 | -90%[inhibitor] | -8% | -13%[57.1 µM]
O=C(N/N=C/c1cc([N+](=O)[O-])ccc1N1CCCCCC1)c1ccccn1 | 5 | -5% | -6% | 13% | -0.8 | -8% | -1% | -9%
C=CCN1C=C2C(=O)C(C)(OC(=O)c3cnc4ccccc4n3)C(=O)C=C2C=C1/C=C/COC (stereo unspecified) | -2 | -24% | 42% | -10% | -3.9 | -13% | u | -35%[57.1 µM]
CCc1ccccc1NC(=O)CNC(=O)c1ccccc1OCc1c(C)noc1C | 9 | 4% | 11% | 7% | -3.0 | 3% | -7% | 11%
Nc1nc2n(n1)C(c1ccc(F)cc1)CC(c1ccc(F)cc1)N2 (stereo unspecified) | x | 9% | 37% | -7% | -2.4 | -6% | -1% | -11%
CCC(CC)C(=O)Nc1cccc(C(=O)Nc2nnc(C)s2)c1 | 4 | -14% | 17% | -4% | 0.4 | -4% | -3% | 4%
O=S(=O)(Nc1ccncc1Cl)c1ccc2ccccc2c1 | 2 | 14% | 13% | 0% | 2.2 | 0% | -15% | -1%
CC(C)(C)[C@H]1C=C(C(=O)NCc2ccccc2)O[C@@H](OCCCCO)C1 | -1 | 4% | 10% | -5% | -3.3 | -11% | 0% | -5%
Cc1cccc(-c2noc(-c3ccoc3C)n2)c1 | 8 | -3% | -19% | 0% | -1.3 | -5% | 0% | 3%
CC(C)CN1CCC(=O)N(CCOc2ccccc2)CC1 | 9 | 0% | -16% | 8% | -1.2 | -7% | -3% | 11%
Nc1cc2[nH]c(=O)c3ccccc3c2cc1Br | -6 | 9% | x | -1% | 0.4 | 4% | -1% | -3%
O=C(NC1=NCCS1)c1sc2cc(Cl)cc(Cl)c2c1Cl | -2 | -16% | 2% | -18% | -0.1 | -14% | 21% | -13%
O=C(COc1ccccc1Br)NCCC1=CCCCC1 | 17 | -17% | 18% | 6% | -0.3 | -24% | -2% | -7%
CCc1ccc(NC(=O)CC2C(=O)N(c3ccc(C)cc3)C(=O)N2C2CC2)cc1 (stereo unspecified) | 1 | -10% | 16% | -5% | 0.5 | x | 3% | -10%
CCOC(=O)Cc1nnc(NC(=O)CCc2ccccc2)s1 | -1 | 31%[activator] | 13% | 14% | 0.1 | -4% | -5% | 20%
CCCCCN(CCCCC)C(=O)C(CCC(=O)O)NC(=O)c1ccc(Cl)c(Cl)c1 (stereo unspecified) | 27 | 3% | -16% | -27% | 0.7 | 0% | -4% | 0%
O=C(CSc1cccc(C(F)(F)F)c1)NC(=O)c1ccccc1 | 2 | -16% | -11% | 5% | -1.8 | 14% | 1% | -8%[57.1 µM]
O=C(CSc1nnnn1-c1ccccc1)N1CCc2ccccc21 | x | 5% | 1% | 7% | -1.0 | 7% | -4% | -2%[57.1 µM]

3 of the entries above in order of the EPAC1 antag value, smallest number first.
| compound | EPAC1 antag |
| --- | --- |
| O=C(N/N=C/c1cc([N+](=O)[O-])ccc1N1CCCCCC1)c1ccccn1 | -5% |
| CCCCCN(CCCCC)C(=O)C(CCC(=O)O)NC(=O)c1ccc(Cl)c(Cl)c1 (stereo unspecified) | 3% |
| CSc1ncccc1C(=O)Nc1ccc(F)c(F)c1F | 5% |

Following part:
SMILES | PI5P4Ka inh | EPAC1 antag | FUS yeast rescue | EPAC1 ag | IL-2 act | Abeta rescue | PLK1 PBD inh | WRN helicase inh
CCN1CCN(S(=O)(=O)c2ccc(Cl)c(C(=O)Oc3ccc(CC(=O)OC)cc3)c2)CC1 | 2 | 2% | x | 10% | -4.5 | 5% | -3% | 3%
O=c1cc(CNc2cc(Cl)ccc2Cl)nc2sccn12 | -5 | -15% | 11% | 0% | 10 | 7% | -6% | -2%
C#CCOCCOCCOCCNc1nc(N2CCN(C(=O)[C@H](CCC(=O)O)n3cc(C(N)[C@H](C)CC)nn3)CC2)nc(N2CCN(C(=O)[C@H](CCC(=O)O)n3cc(C(N)[C@H](C)CC)nn3)CC2)n1 (stereo partly specified) | -1 | 7% | 10% | -8% | -0.5 | -14% | -4% | -7%
Cc1ccc(NNC(=O)C(O)(c2cccc(C(F)(F)F)c2)c2cccc(C(F)(F)F)c2)cc1 | -13 | u | -1% | -8% | -4.0 | 9% | -7% | -11%
CC(=O)NC(Cc1cccc(C)c1)C(=O)NC1CCN(S(=O)(=O)c2ccccc2)CC1 (stereo unspecified) | -2 | -6% | 13% | -1% | 2.1 | -4% | -1% | -12%
Cn1nc(C(C)(C)C)c([N+](=O)[O-])c1C(=O)NC(C)(C)C | 2 | -20% | 10% | -3% | -2.4 | -7% | -8% | -3%
COc1ccc(N(C)C(=O)CCC(=O)Nc2ccc3nc(N4CCOCC4)cc(C)c3c2)c(OC)c1 | x | -8% | 21% | 7% | -1.6 | 2% | -6% | -12%
CCOC(=O)c1cc(-c2ccc(N)cc2)sc1N | x | 25% | 40% | 3% | -3.4 | -19% | -20% | 2%
COC(=O)C(N)Cc1ccc(Cl)cc1 (stereo unspecified) | 0 | 3% | -24% | 9% | 0.8 | -10% | -1% | -6%
c1ccc(CCCNc2ncnc3nc[nH]c23)cc1 | -2 | 0% | -12% | -2% | -1.2 | 3% | 2% | -1%
CC1(C)ON(C2CCCCC2)[C@H]2c3nc4ccccc4n3C[C@H]21 | 4 | -3% | -9% | -8% | -2.1 | 3% | -7% | 3%
CCOC(=O)C1CCN(C(=O)CC(C)S(=O)(=O)c2ccc3c(c2)NC(=O)CO3)CC1 (stereo unspecified) | -2 | -17% | 0% | 5% | -2.3 | -10% | -18% | 4%
COc1ccc(NC(=O)NNC(=O)C(C)Oc2ccc(C(C)C)cc2)c(OC)c1 (stereo unspecified) | 1 | 20% | 6% | -6% | -3.6 | 8% | 2% | -3%
CCOc1cc(/C=C2/C(=O)ON=C2C)ccc1O | -16 | 4% | -14% | 9% | -2.9 | u | -4% | -8%
Cc1cccc(C)c1NC(=O)CCCSc1nnc(-c2ccco2)n1-c1ccccc1 | 8 | 0% | 21% | 15% | 0.2 | 6% | -7% | 2%
O=C(CN1C(=O)c2ccccc2C1=O)Nc1cccc(S(=O)(=O)Nc2ccccc2Cl)c1 | 3 | -22% | -14% | 21% | -1.4 | 7% | -22% | -29%
CCc1nc(SCc2ccc(OC)cc2)n[nH]1 | 0 | -2% | -19% | -5% | -0.5 | -13% | -9% | -13%
